High-throughput results: PubChem, Sanford-Burnham Center for Chemical Genomics
GRIN3A LBD mod = binders of NR3A ligand-binding domain, primary screen, biophysical, differential scanning fluorimetry, uHTS; 340,000 tested, 2.5% active; NR3A LBD differential scanning fluorimetry, Tm shift; 0% = protein alone, 100% = glycine-bound protein; Tm shift relative to glycine control, % at 25 µM;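 active = melting temperature shift of at least 10% of the positive control shift, at one fixed dose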
SENP1 FRET inh = human SENP1 catalytic domain inhibitors, primary screen, biochemical, FRET, uHTS. Sentrin-specific protease 1 (Homo sapiens), Q9P0U3. recombinant SENP1 catalytic domain, CyPet-SUMO1-YPet FRET cleavage. inhibition, % at 10 µM. 360,000 tested, 0.21% active;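 active = inhibition at least 30% at 10 µM, raw YFP signal under a set limit, fluorescence ratio 0.5 to 1.5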;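 also: 0% = enzyme with DMSO and 100% = no enzyme wells; some results filed as inactive read as strong as hits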
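system = hSENP1 catalytic domain, recombinant | reagent = SFCypet-SUMO1-SFYpet substrate at 25 nM | doses = one dose per compound, 10 µM, 0.5% DMSO | incubation = enzyme reaction for 50 min at room temperature, dark | measured by = FRET, CFP and YFP emission | controls = no-enzyme low, enzyme-DMSO high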
SENP8 block = human SENP8 protease inhibitors, primary screen, biochemical, fluorescence, Nedd8 protein substrate, uHTS; recombinant SENP8; AID 602440, 2012; 360,000 tested, 0.64% active; inhibition, % at 20 µM; in the data active = inhibition mostly above about 40%, no sharp cut-off; inactive = mostly below about 27%
SENP6 inh = SENP6 protease inhibitors, primary screen, biochemical, luminescence, uHTS; Sentrin-specific protease 6 (Homo sapiens), Q9GZR1; Recombinant SENP6 catalytic domain, aminoluciferin luminescence; inhibition, % at 10 µM; 330,000 tested, 1.8% active;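 active = inhibition above about 50% at the single tested dose, limit read from the data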;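 also: plate controls were DMSO wells with enzyme for no effect and DMSO wells lacking enzyme for full effect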
Target sequence (Q9GZR1 628-1112 limits assumed): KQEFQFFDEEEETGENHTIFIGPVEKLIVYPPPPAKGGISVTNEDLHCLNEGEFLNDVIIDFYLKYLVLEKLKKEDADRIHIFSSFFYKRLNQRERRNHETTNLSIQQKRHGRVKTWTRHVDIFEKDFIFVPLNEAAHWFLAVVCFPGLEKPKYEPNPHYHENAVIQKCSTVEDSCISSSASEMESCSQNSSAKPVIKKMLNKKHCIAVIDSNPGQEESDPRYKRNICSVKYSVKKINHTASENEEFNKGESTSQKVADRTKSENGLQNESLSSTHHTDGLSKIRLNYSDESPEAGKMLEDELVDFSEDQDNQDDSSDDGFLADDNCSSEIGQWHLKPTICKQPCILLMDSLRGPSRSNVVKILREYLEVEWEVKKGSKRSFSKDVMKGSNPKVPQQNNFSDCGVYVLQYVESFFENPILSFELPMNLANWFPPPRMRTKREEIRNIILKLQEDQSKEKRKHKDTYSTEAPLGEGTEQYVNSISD
PfG6PD inh = PfG6PD enzyme inhibitors, primary screen, biochemical, fluorescence intensity, uHTS | glucose-6-phosphate dehydrogenase-6-phosphogluconolactonase (Plasmodium falciparum 3D7) | PfGluPho enzyme, NADPH resazurin-diaphorase fluorescence | inhibition, % at 20 µM | 350,000 tested, 0.78% active | AID 504690, 2011;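 active = inhibition reaching at least a set limit at 20 µM in the primary screen, cut at about 59% in these data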;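 also: 0% = DMSO wells with substrate and 100% = DMSO wells lacking glucose-6-phosphate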
ATG4B inhibitor = ATG4B protease inhibitors, primary screen, biochemical, fluorescence, uHTS; Cysteine protease ATG4B (Homo sapiens), Q9Y4P1; ATG4B cleavage of LC3-PLA2, NBD-HPC fluorescence, 1 h; inhibition, % at 8.33 µM; 340,000 tested, 0.51% active; AID 504462, 2011; in the data active = inhibition above about 40%
hIAP act = human IAP activators, primary screen, biochemical, luminescence, uHTS. Intestinal-type alkaline phosphatase (Homo sapiens), P09923. purified human IAP, CDP-Star luminescence, 30 min; stronger effect = higher value; 1 = vehicle-only enzyme, 0 = enzyme-free background. activation factor at 10 µM. AID 2524, 2010. 330,000 tested, 0.16% active;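 active = activation factor of the enzyme at least 2-fold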; also: the source names both 10 and 20 µM as test concentration; values of inactives mirror those of a sister screen read the other way
Target sequence (P09923 whole entry, looked up): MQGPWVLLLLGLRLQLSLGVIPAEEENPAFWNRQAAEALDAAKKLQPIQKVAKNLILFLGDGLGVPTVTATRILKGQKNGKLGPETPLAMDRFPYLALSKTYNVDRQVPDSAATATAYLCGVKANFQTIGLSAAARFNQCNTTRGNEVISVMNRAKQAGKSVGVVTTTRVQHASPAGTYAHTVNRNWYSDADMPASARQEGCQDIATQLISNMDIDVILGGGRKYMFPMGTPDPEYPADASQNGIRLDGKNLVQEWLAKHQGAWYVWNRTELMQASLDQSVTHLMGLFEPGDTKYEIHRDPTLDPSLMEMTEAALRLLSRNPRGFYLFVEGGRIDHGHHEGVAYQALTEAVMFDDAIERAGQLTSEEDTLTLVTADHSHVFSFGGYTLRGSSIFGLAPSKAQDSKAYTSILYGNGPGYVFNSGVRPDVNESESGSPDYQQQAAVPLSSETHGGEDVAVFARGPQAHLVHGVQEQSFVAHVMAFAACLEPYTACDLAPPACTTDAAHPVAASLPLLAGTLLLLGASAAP
MPTP inh = mitochondrial permeability transition pore inhibitors, primary screen, biochemical, isolated mouse mitochondria, absorbance; Ca2+ swelling absorbance, 30 min; inhibition, % at 10 µM; 360,000 tested, 1.4% active;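 active = inhibition of 50% or more, scaled per plate between neutral and stimulator controls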;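 also: 0% = DMSO wells given calcium and 100% = 1 mM EGTA wells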
Active calls of the source: *; i = inactive; . = no result given.

SMILES | GRIN3A LBD mod | SENP1 FRET inh | SENP8 block | SENP6 inh | PfG6PD inh | ATG4B inhibitor | hIAP act | MPTP inh
CCC(NC(=O)CSc1nnnn1C1CC1)c1ccc(Br)cc1 (stereo not given) | 1 | 1 | -3 | 14 | 13 | -3 | 1.1 | 0.1
O=C1SC(SCc2ccccc2Cl)=N/C1=C\c1ccc(C(=O)O)cc1 | 1 | -8 | -41 | 1 | -26 | 30 | 0.88 | -2.5
Cc1ccc(S(=O)(=O)NCC(C)NS(C)(=O)=O)cc1 (stereo not given) | 0 | 0 | 10 | -1 | 8 | 1 | 0.99 | 1.0
CC(SC1=NCCN1S(=O)(=O)c1ccc(F)cc1)c1ccccc1 (stereo not given) | 1 | 0 | 17 | -9 | 40 | -5 | 1.3 | -2.3
CCOc1ccc2nc(SCC(=O)Nc3ccc(S(=O)(=O)N4CCCC4)cc3)c(C)cc2c1 | -1 | 1 | 8 | -5 | -6 | 0 | 0.94 | 1.2
CCn1nnc(NC(=O)C(C)Oc2ccc(Cl)cc2Cl)n1 (stereo not given) | -1 | 2 | 18 | -13 | -15 | -1 | 0.95 | -1.4
O=C(C[n+]1ccccc1)N/N=C/c1cc(Br)ccc1O | -2 | -2 | 15 | 9 | -49 | 6 | 1.3 | -1.7
CCOc1ccccc1NC(=O)Cn1c(=O)n(-c2ccc(OC)cc2OC)c(=O)c2c(C)c(C(=O)N(CC)CC)sc21 | -1 | 1 | 5 | -11 | 3 | -2 | 0.98 | 3.1
CC(C)CCN1CCN(C/C=C/c2ccco2)CC1CCO (stereo not given) | 0 | -10 | -5 | 5 | 17 | -13 | 0.99 | 0.8
C=CCc1ccccc1OCC(=O)N/N=C/c1ccc(OC(C)=O)cc1OC(C)=O | -5 | -9 | -118 | -7 | -29 | 31 | 1.3 | 7.2
Cc1cccc(-c2nc(C)cc(=O)[nH]2)c1 | 3 | -2 | 7 | 4 | 4 | -13 | 1 | 0.2
COc1cc(NC(=O)c2ccco2)c(C(=O)OCC(=O)c2c[nH]c3ccccc23)cc1OC | 14* | -4 | -50 | 8 | -2 | 3 | 1.2 | 11
CC(=O)Nn1cnc2c(c1=O)C1(CCCC1)Cc1ccccc1-2 | 0 | 1 | 26 | -10 | -31 | 5 | 1 | -1.2
COCCCNC(=O)CC1C[C@H](C(=O)N(C(C)C)C(C)C)[C@@]2(C)c3[nH]c4ccc(OC)cc4c3CCN2C1=O (stereo not given in full) | -2 | 0 | 11 | . | -2 | . | . | -1.0
COc1ccccc1NS(=O)(=O)NC(=O)c1cn(C)c2ccccc12 | -2 | -3 | 9 | -13 | 9 | 5 | 0.93 | 2.6
Cn1c(CC2Sc3ccccc3NC2=O)nnc1SCC(=O)c1ccc(Cl)cc1 (stereo not given) | 3 | -2 | 4 | -3 | 49 | -1 | 0.85 | 3.1
O=C(Nc1cccc(S(=O)(=O)N2CCCCC2)c1)c1cc2ccccc2o1 | -4 | -10 | -40 | 4 | 26 | 0 | 1.1 | 1.2
CC(=O)Nc1ccc(S(=O)(=O)Nc2ccccc2C(=O)N2CCCC2)cc1 | -1 | 0 | 2 | -13 | 11 | 5 | 1.1 | -0.7
Cc1c(C(=O)N2CCCCC2)c(S(=O)(=O)N2CCc3ccccc32)c(C)n1C | -1 | 0 | 8 | -19 | -2 | 5 | 1.2 | 0.3
COc1cc(OC)c(OC)cc1CN1CCSCC1 | -1 | 0 | 6 | 6 | 10 | -2 | 0.91 | -0.4
CC(NC(=O)NC(=O)c1ccc(F)cc1)C1CC1 (stereo not given) | 0 | 2 | -3 | 0 | -12 | 4 | 1 | -1.7
CCOc1cc(N2CCOCC2)c(OCC)cc1NC(=O)CSc1nc(N)cc(=O)[nH]1 | 1 | 2 | 10 | 4 | 10 | -2 | 0.93 | -0.3
CCN(CC)Cc1nc2sc(C)c(C)c2c(=O)[nH]1 | -2 | -5 | -16 | 7 | 4 | 0 | 1.1 | -0.8
CCOC(=O)C1=C(COC(=O)CNC(=O)c2cc(OC)c(OC)c(OC)c2)NC(=O)NC1C (stereo not given) | . | -1 | 13 | -11 | 10 | 2 | 1 | -1.0
Clc1ccc(-n2cc(COCc3ccccc3)nn2)cc1 | -1 | 2 | 2 | -1 | 2 | 11 | 1 | 1.3

Retrieved by structure from above, 3 records:
SMILES | GRIN3A LBD mod | SENP1 FRET inh | SENP8 block | SENP6 inh | PfG6PD inh | ATG4B inhibitor | hIAP act | MPTP inh
COc1cc(OC)c(OC)cc1CN1CCSCC1 | -1 | 0 | 6 | 6 | 10 | -2 | 0.91 | -0.4
CCC(NC(=O)CSc1nnnn1C1CC1)c1ccc(Br)cc1 (stereo not given) | 1 | 1 | -3 | 14 | 13 | -3 | 1.1 | 0.1
CC(NC(=O)NC(=O)c1ccc(F)cc1)C1CC1 (stereo not given) | 0 | 2 | -3 | 0 | -12 | 4 | 1 | -1.7

(next part)
SMILES | GRIN3A LBD mod | SENP1 FRET inh | SENP8 block | SENP6 inh | PfG6PD inh | ATG4B inhibitor | hIAP act | MPTP inh
COc1ccc(NC(=O)Nc2ccccc2C(N)=O)cc1OC | 3 | 2 | 11 | -22 | -1 | 4 | 0.93 | 0.0
O=C(O)C1(P(=O)(c2ccc(Cl)cc2)c2ccc(Cl)cc2)CC1 | -1 | -1 | 0 | 12 | 2 | -3 | 0.99 | 0.9
CC1CCN(c2nc3c(=O)[nH]c(N)nc3n2[C@@H]2O[C@H](CO)[C@@H](O)[C@H]2O)CC1 | 1 | 1 | 15 | -16 | -10 | 7 | 1.1 | 0.1
N#Cc1c(C#N)c(-c2ccccc2)n(-c2ccccc2)c1N | -27 | 1 | i | -1 | -18 | -1 | 0.94 | -4.2
Cc1nc(CC(=O)NNS(=O)(=O)c2cccc(Cl)c2Cl)cs1 | 0 | -1 | 9 | -8 | -11 | 6 | 1.1 | -1.1
CC1=C(C(=O)OCC2CCCO2)C(c2ccncc2)C2=C(CC(C)(C)CC2=O)N1 (stereo not given) | -1 | -150 | i | -18 | 13 | -9 | 0.99 | -0.1
CC(=O)Nc1ccc(NC(=O)C(C)OC(=O)C2CCN(S(=O)(=O)c3cccs3)CC2)cc1 (stereo not given) | -2 | 2 | 17 | -10 | -4 | -7 | 1.1 | 0.5
CCC(=O)N(Cc1cc(=O)[nH]c2ccccc12)c1ccc(C)cc1 | 0 | -1 | -4 | -5 | 1 | 6 | 1.1 | 1.6
Cc1cccc(C(=O)N[C@@H](C)C(=O)N2CCN(c3ncccn3)CC2)c1 | -1 | 2 | -21 | 0 | 5 | -7 | 0.9 | -1.1
COc1ccc(CN2c3cc(S(=O)(=O)N4CCOCC4)ccc3N3CCCC32)cc1 (stereo not given) | -7 | -11 | 4 | -5 | 16 | 2 | 0.99 | -0.6
Cc1ccc(N2C(N)=C(C#N)C(c3cccnc3)C3=C2CC(C)(C)CC3=O)cc1 (stereo not given) | 0 | 16 | -62 | 5 | 24 | -3 | 0.87 | 0.0
O=C(COC(=O)/C=C/c1cccc([N+](=O)[O-])c1)Nc1cccnc1Cl | 2 | 4 | 7 | -1 | 15 | -6 | 1 | 0.2
CCOc1ccc(Br)cc1S(=O)(=O)Nc1ccc(N2CCOCC2)cc1 | 4 | 4 | 8 | -2 | 1 | -8 | 0.9 | -1.6
CCc1cccc2c1NC(=O)C21OCCO1 | 1 | -2 | 13 | -12 | -16 | 5 | 0.97 | -0.8
CCc1ccc(NC(=O)c2noc(C(C)C)c2[N+](=O)[O-])cc1 | -2 | 1 | -25 | -15 | 11 | 4 | 1.1 | 7.9
COc1cccc(NC(=O)CSc2nc3c(c(=O)n2C)SC(C)C3)c1 (stereo not given) | 1 | 2 | 19 | 3 | 17 | -15 | 1 | -1.0
Cc1c(Cl)cccc1NC(=S)NCCC(C)C | -1 | -4 | 38 | -12 | -5 | 64* | 0.97 | -2.7
CN1C(=O)/C(=C/c2ccccc2OCc2cccc(F)c2)NC1=S | -4 | -50 | 31 | -12 | -2 | 0 | 0.91 | 6.0
CSCCC(NC(=O)c1ccccc1Cl)C(=O)N1CCCCC1 (stereo not given) | -1 | -1 | 3 | -15 | -12 | 2 | 1.1 | -1.1
COc1cc2c(cc1OC)-c1cc(Nc3ccccc3Br)nc(=O)n1CC2 | -1 | -73 | -227 | 6 | -10 | -12 | 1 | -0.6
Fc1ccccc1NC(=S)N1CCN(Cc2ccccc2)CC1 | -3 | -3 | 9 | 8 | -9 | -3 | 0.98 | -0.5
COc1ccc(C(=O)NCC2CCCN2S(=O)(=O)c2cccs2)cc1OC (stereo not given) | 0 | -3 | 9 | -11 | -7 | -1 | 0.97 | 0.2
COc1ccc(C(=O)NC(Cc2c[nH]c3ccccc23)C(=O)O)cc1 (stereo not given) | 0 | 0 | 13 | -22 | -19 | -3 | 1.1 | 1.1
Cc1cccc(C(=O)Nc2sc3c(c2C#N)CCCCC3)c1 | -28 | -6 | -24 | 16 | 15 | 2 | 1 | 8.0
COc1ccc(S(=O)(=O)N2CCCCC2)cc1NC(=O)c1ccc([N+](=O)[O-])o1 | 0 | 1 | 25 | 10 | 12 | -7 | 0.94 | -1.7
CCOC(=O)C1CCCN(CC(O)COc2ccccc2C(C)=O)C1 (stereo not given) | 10 | 2 | 4 | -4 | -5 | 0 | 0.99 | 0.1
CCN(C(=S)Nc1ccc(C(C)=O)cc1)C1CCCCC1 | 5 | 3 | 0 | 7 | -6 | -10 | 1.1 | 1.4
Cc1ccc(-n2c(=O)c3sccc3n(Cc3cc(=O)n4ccccc4n3)c2=O)cc1 | -4 | 1 | -232 | -8 | -1 | 0 | 1 | -1.3

Structures from the list above that contain an aryl thioether with sulfur outside any ring (5):
SMILES | GRIN3A LBD mod | SENP1 FRET inh | SENP8 block | SENP6 inh | PfG6PD inh | ATG4B inhibitor | hIAP act | MPTP inh
CCC(NC(=O)CSc1nnnn1C1CC1)c1ccc(Br)cc1 (stereo not given) | 1 | 1 | -3 | 14 | 13 | -3 | 1.1 | 0.1
CCOc1ccc2nc(SCC(=O)Nc3ccc(S(=O)(=O)N4CCCC4)cc3)c(C)cc2c1 | -1 | 1 | 8 | -5 | -6 | 0 | 0.94 | 1.2
Cn1c(CC2Sc3ccccc3NC2=O)nnc1SCC(=O)c1ccc(Cl)cc1 (stereo not given) | 3 | -2 | 4 | -3 | 49 | -1 | 0.85 | 3.1
CCOc1cc(N2CCOCC2)c(OCC)cc1NC(=O)CSc1nc(N)cc(=O)[nH]1 | 1 | 2 | 10 | 4 | 10 | -2 | 0.93 | -0.3
COc1cccc(NC(=O)CSc2nc3c(c(=O)n2C)SC(C)C3)c1 (stereo not given) | 1 | 2 | 19 | 3 | 17 | -15 | 1 | -1.0

Among those listed so far, these contain a COOH group.
SMILES | GRIN3A LBD mod | SENP1 FRET inh | SENP8 block | SENP6 inh | PfG6PD inh | ATG4B inhibitor | hIAP act | MPTP inh
O=C1SC(SCc2ccccc2Cl)=N/C1=C\c1ccc(C(=O)O)cc1 | 1 | -8 | -41 | 1 | -26 | 30 | 0.88 | -2.5
O=C(O)C1(P(=O)(c2ccc(Cl)cc2)c2ccc(Cl)cc2)CC1 | -1 | -1 | 0 | 12 | 2 | -3 | 0.99 | 0.9
COc1ccc(C(=O)NC(Cc2c[nH]c3ccccc23)C(=O)O)cc1 (stereo not given) | 0 | 0 | 13 | -22 | -19 | -3 | 1.1 | 1.1

Outcome played no part in choosing rows. About 6.7% of those tested had a hit in this group.
